CHX counter: counter-screen hit for Shiga toxin inhibitors, cycloheximide; max response, %; AID 2314; hit rate 12% among 300,000; cell reporter, cycloheximide protein synthesis inhibition counterscreen; in the data active = max response mostly above about 13%, no sharp cut-off; inactive = mostly below about 14%; also: read at 38.3 µM for the half of the compounds with a filed dose; 0% is about no effect
TbPYK inhibitor: inhibitors of Trypanosoma brucei pyruvate kinase. Potency, µM (titrated, usually from 76.8 µM), inactives show at the highest dose activity, negative = inhibition, hits mostly inhibitors. Q57TT1. hit rate 0.12% among 410,000. TbPYK enzyme, Kinase-Glo Plus ATP luminescence, 45 min; also: potency is read from the fitted curve at half-maximal effect; % is scaled to controls: 0 for no effect and ±100 for the full control effect; nearly all actives have a fitted effect of over 50% in size
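Assay buffer: 50 mM TEA pH 7.2, 100 mM KCl, 10 mM MgCl2, 0.05% BSA, 0.01% Tween-20. Pyruvate kinase from T. brucei plus substrate met compound, then ADP (130 uM final). Luminescence was read post 45 min RT.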
Shiga inhibitor: inhibitors of Shiga toxin in Vero cells | Vero cells, Shiga toxin protein synthesis inhibition reporter | inhibition, % at 38.7 µM | hit rate 9.2% among 290,000; in the data active = inhibition mostly above about 28%, no sharp cut-off; inactive = mostly below about 43%; also: 0% is about no effect
LmPK inhibitor: LmPK (Leishmania mexicana) enzyme inhibition. Q27686. purified LmPK, Kinase-Glo ATP luminescence, 1 h. Potency, µM (top dose mostly 57.5 µM), for inactives: at the highest dose activity change, negative = inhibition, actives largely listed as inhibitors. hit rate 0.37% among 290,000; also: potency is read from the fitted curve at half-maximal effect; % is scaled to controls: 0 for no effect and ±100 for the full control effect
Target sequence (Q27686 whole entry, looked up): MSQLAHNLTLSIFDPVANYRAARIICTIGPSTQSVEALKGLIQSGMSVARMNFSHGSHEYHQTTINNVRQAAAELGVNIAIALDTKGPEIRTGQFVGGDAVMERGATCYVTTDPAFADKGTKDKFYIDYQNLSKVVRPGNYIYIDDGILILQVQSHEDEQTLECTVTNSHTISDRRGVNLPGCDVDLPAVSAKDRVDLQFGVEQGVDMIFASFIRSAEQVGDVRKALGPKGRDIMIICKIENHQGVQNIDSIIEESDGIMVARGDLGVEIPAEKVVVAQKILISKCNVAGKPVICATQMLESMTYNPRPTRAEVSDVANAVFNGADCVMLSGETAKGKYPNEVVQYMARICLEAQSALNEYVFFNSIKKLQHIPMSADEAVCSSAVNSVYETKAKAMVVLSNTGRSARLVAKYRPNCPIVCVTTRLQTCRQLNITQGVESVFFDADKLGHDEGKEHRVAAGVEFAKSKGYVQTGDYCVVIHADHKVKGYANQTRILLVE
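Purified LmPK (0.1 nM) converted ADP (0.1 mM) to ATP with PEP (0.5 mM) in imidazole buffer pH 7.2 with KCl and MgCl2, 1 h at room temperature. ATP was read by Kinase-Glo luminescence; data normalized to uninhibited and no-enzyme controls.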
Pf growth 48h: inhibits P. falciparum growth in the first generation, 48 h | P. falciparum luciferase growth in erythrocytes, 48 h | Potency, µM (doses to about 28.7 µM), for the others: top-dose activity change, negative = inhibition, hits mostly inhibitors | hit rate 5.9% among 310,000 | AID 504832; also: potency is read from the fitted curve at half-maximal effect; % is scaled to controls: 0 for no effect and ±100 for the full control effect
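Firefly luciferase activity from engineered P. falciparum reports growth; inhibitors lower the luminescent signal. Cultures contained 2% hematocrit erythrocytes at 0.1% final parasitemia.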
HCV inhibitor: blocks hepatitis C virus; Huh7.5.1 HCVcc-Cre infection, luciferase reporter, 44 h; AID 651820; Potency, µM (titrated, usually from 41.8 µM), for the others: at the highest dose activity change, negative = inhibition, hits mostly inhibitors; hit rate 3.4% among 340,000; also: potency is read from the fitted curve at half-maximal effect; % is scaled to controls: 0 for no effect and ±100 for the full control effect
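1,000 cells/well; 4 h culture; + compound; + HCVcc-Cre (~0.5 moi); 44 h; luciferase substrate, RT 15 min; read 15 sec.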
Pf growth 96h: P. falciparum growth inhibition at 96 hours | P. falciparum luciferase reporter growth, 96 h | Potency, µM (series often up to 28.7 µM), for the others: at the top dose activity change, negative = inhibition, usual class: inhibitors | hit rate 6.9% among 320,000; also: potency is read from the fitted curve at half-maximal effect; % is scaled to controls: 0 for no effect and ±100 for the full control effect
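Two parasite generations (96 h, 37 C, 5% CO2) of compound exposure in infected erythrocytes (0.05% parasitemia, 2% hematocrit). Luciferase-reporter P. falciparum; decreased luminescence indicates inhibited growth, aimed at apicoplast-acting delayed death.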
The depositor's hits bear a star; ? = inconclusive; / = no result given; & = joins results of further samples; ! = not active in a repeat; [ ] = remark or other dose. Unless noted, calls follow the shape of the dose curve; as a rule, active = well fitted curve in the direction sought with a large enough effect; inconclusive = small, poorly fitted or top-dose-only effect, or another doubt; inactive = no such curve, though single readings can be large; an effect the other way counts as inactive or inconclusive. Compounds were not picked by outcome; overall some 24% were active at least once.

SMILES	CHX counter	TbPYK inhibitor	Shiga inhibitor	LmPK inhibitor	Pf growth 48h	HCV inhibitor	Pf growth 96h
Cc1ccc(/C=N/NC(=O)c2nnn(-c3nonc3N)c2CSc2ccc(Cl)cc2)o1	-1	-6%	-4	5%	4%	8%	5%
COc1ccc(-c2c(C)nc(N)nc2-c2ccc(OC)cc2O)cc1	12	-2%	9	6%	?	-28%	?
Cc1cc(Cl)ccc1OCC(O)CN1C(C)CCCC1C (configuration not stated)	-1	/	14	3%	?	/	?
CCc1ccc2oc(C(=O)Nc3ccc(S(N)(=O)=O)cc3)c(C)c2c1	-7	-4%	-10	5%	36%[activator]	14%	44%[activator]
COc1cccc(N2CCN(S(=O)(=O)c3cccc4cccnc34)CC2)c1	6	-1%	-14	1%[11.5 µM]	-7%	9%	20%
COc1cc(/C=N/Nc2nc(Nc3ccccc3)nc(-n3nc(C)cc3C)n2)cc(OC)c1OC	18*	2%	45*	2%	3.3µM*	2.8µM*	-2%
COc1ccc(C2Nc3ccccc3C(=O)N2Cc2ccco2)cc1CN1C(=O)c2ccccc2C1=O (configuration not stated)	1&10	3%&-2%	43*!	5%&5%	13µM*	?	?
Cc1cc(C)n(C(=O)CCCn2nc(C)c([N+](=O)[O-])c2C)n1	7	-1%	-14	-10%	32%[activator]	-9%	17%
COc1ccc(C(CCN2CCN(c3ccccc3)CC2)c2c(O)cc(OC)cc2OC)cc1 (configuration not stated)	-5&-5	2%	-11&8	0%	1µM*	-23%	0.47µM*
CCCCCCc1cc2cc(-c3nnc(-c4cc(OC)c(OC)c(OC)c4)o3)c(=O)oc2cc1O	-4	-1%	7	5%	3%	?	18%
COc1cc([N+](=O)[O-])ccc1-c1ccc(/C=N\n2cnnc2)o1	2	-7%	-9	-5%	45%[activator]	-3%	?
CCOc1ccc(C(=O)NC2CC(=O)N(c3ccc4c(c3)OCCO4)C2)cc1 (configuration not stated)	/	-4%	/	/	?	?	14%
CCCNC(=O)c1cn(CC)c2cc(N3CCN(C(=O)c4ccco4)CC3)c(F)cc2c1=O	2	2%	-10	-10%	?	10µM*	3.3µM*
O=C(Nc1ccc(F)c(F)c1)c1ccc(-n2cncn2)c([N+](=O)[O-])c1	/	2%	/	/	?	22µM*	?
CCOC(=O)C(=CNc1cc(C(F)(F)F)ccc1N1CCOCC1)C(=O)OCC	-2	7%	-3	3%	4.1µM*	?	?
CC(=O)N1N=C(c2ccc(Cl)cc2)OC12CCCC2	-3	-9%	-11	-7%	5%	11%	8%
Cn1c(SCc2nc3ccccc3[nH]2)nnc1-c1cnccn1	27	-7%	43	-7%	6%	7%	/
O=[N+]([O-])c1ccc(OCCN2CCCCCC2)cc1	-4	47%[activator]	2	-4%	-2%	-26%	?
CC1=C(C(=O)OCc2ccccc2)C(c2cccc([N+](=O)[O-])c2)NC(=O)N1 (configuration not stated)	-1	10%	-2	-2%	0%	?	-17%
O=C(NCCN1CCOCC1)C(=O)NCC1OCCN1S(=O)(=O)c1ccc(F)cc1 (configuration not stated)	-4	4%	-10	-7%	2%	21%	22%
CC(=O)c1cc2c(cc1NC(=O)C1CC=CCC1C(=O)O)OCO2 (configuration not stated)	-2	-6%	-2	2%	-8%	18%	/
Cc1ccc2c(c1)c1c(n2CC(O)Cn2c(C)nc3ccccc32)CCCC1 (configuration not stated)	-5	-2%	-24	1%	/	-25%	-2%
Cc1cc(C)n2nc(NCc3ccccc3)nc2n1	16	/	37	2%	9%	2%	?
CCc1ccc(NC(=O)C(C)OC(=O)CC(NC(C)=O)c2ccccc2)cc1 (configuration not stated)	33*	-1%	29	1%	?	14%	10%
C/C(=N\NC(=O)c1csc(C)c1C)c1ccco1	37*	-23%	62*	14µM*	163%[activator]	8%	81%[activator]
Cc1ccc(-c2cc(C(F)F)n3ncc(C(=O)N4CCc5ccccc5C4)c3n2)cc1	-2	-1%	30	10%	11%	11µM*	4%
Cc1cccc(-n2cc3c(=O)n(C)c(=O)n(C)c3c2)c1	-2	3%	21	3%	2%	7%	47%[activator]
Clc1cccc(Cl)c1-c1nnc2ccc(N3CCOCC3)nn12	-2	4%	-7	7%	?	-9%	10%
CCc1nc(SCC(=O)c2c[nH]c3ccccc23)n[nH]1	6	4%	30	-1%	13%	-4%	-22%
COc1ccc(Nc2ccnc3ccccc23)cc1	18*	1%	-4	8%	12µM*	?	?
COc1ccccc1OCc1cc(C(=O)N(C)CCC2CCCCO2)no1 (configuration not stated)	59*	-6%	126*	-13%	8%	0%	?
CCOC(=O)c1cccc(NS(=O)(=O)c2cnc[nH]2)c1	-4	6%	4	-2%	6%	?	?
Cc1ccc2nsnc2c1NS(=O)(=O)c1c(C)ccc2nsnc12	-2	-2%	-7	13%	8%	-10%	19%
CCOC(=O)N1CCN(S(=O)(=O)c2ccc(C)c(C(=O)NC3CCCCC3)c2)CC1	-3	-1%	-4	4%	83%[activator]	-14%	?
O=C(O)c1cccc(Oc2ccccc2[N+](=O)[O-])c1	-2	5%	-2	1%	4%	33%[activator]	?
O=C1NCCc2cc3c(cc21)OCO3	-3	-5%	4	7%	1%	7%	?
Cc1ccc(NC(=O)CN2C(=O)c3ccccc3S2(=O)=O)cc1C	11*	5%	11	0%	16%	12%	-6%
CC1=Nc2ccccc2N=C(NC(=O)CN2CCN(c3ccccc3)CC2)C1c1ccccc1 (configuration not stated)	2	-10%	-9	1%	5.9µM*	0%	?
CCC1=NN=C(c2ccc(F)cc2)C(c2c[nH]c3ccccc23)N1O (configuration not stated)	28	1%	74*	4%	?	-27%	-70%
Cc1ccc(-c2[nH]c3cc(C(=O)NCCCn4ccnc4)ccc3c(=O)c2O)cc1	-3	-1%	-4	3%	13µM*	-2%	?
CC1CN=C(Nc2cccc(S(=O)(=O)N(C)C)c2)S1 (configuration not stated)	6	-4%	5	5%	-16%	?	19%
O=C(CCC(=O)Nc1ccc(Cl)cc1Cl)NNC(=O)Nc1ccccc1	-3	-3%	-14	1%	?	?	?
CC(C)c1ccc2[nH]c(O)c(N=NC(=S)NCCc3ccccc3)c2c1	-1	1%	-8	3%	?	?	9.3µM*
Cc1nc(C)c(CC(=O)N2CCc3c([nH]c4ccccc34)C2c2ccccn2)s1 (configuration not stated)	-3	-7%	-2	-1%	?	5%	10µM*
O=C(NNC(=O)c1ccc(Br)s1)c1cccc(S(=O)(=O)N2CCCC2)c1	/	0%	/	/	?	-20%	?
O=C(c1c[nH]c2ccc(S(=O)(=O)N3CCOCC3)cc2c1=O)N1CCC2(CC1)OCCO2	0	10%	37	4%	8%	4%	86%[activator]
CN(C(=O)COC(=O)C1c2ccccc2Oc2ccccc21)C1CCS(=O)(=O)C1 (configuration not stated)	-1	-14%	11	1%	2%	5%	10%[5.75 µM]
Nc1nc(Cl)cc(NCCc2ccc(O)cc2)n1	15	1%	26	-6%	60%[activator]	3%	28%
CCOC(=O)NC(=O)CSc1nnc(SCCC(=O)O)s1	-5	-6%	-10	0%	-3%	9%	-21%
CCOC(=O)c1c(NC(=O)CSc2nnc(-c3c[nH]c4ccccc34)n2CCOC)sc2c1CCCC2	-2	4%	2	-2%	7.4µM*	11µM*	9.3µM*

Looked up above:
Result of CC(C)c1ccc2[nH]c(O)c(N=NC(=S)NCCc3ccccc3)c2c1 under LmPK inhibitor: 3%
Result of CCOC(=O)NC(=O)CSc1nnc(SCCC(=O)O)s1 under Pf growth 48h: -3%

More compounds follow.
SMILES	CHX counter	TbPYK inhibitor	Shiga inhibitor	LmPK inhibitor	Pf growth 48h	HCV inhibitor	Pf growth 96h
Cc1ccc(NC(=O)COC(=O)Cn2cnc3c2c(=O)n(C)c(=O)n3C)c(Cl)c1	10	4%	-15	0%	7%	10%	21%
Cc1cc(C)c(S(=O)(=O)N2CCN(C(=O)CN3C(=O)NC4(CCCC4)C3=O)CC2)c(C)c1	-1	5%	12	2%	-8%	-21%	4%
CCOc1ccc(-c2cc(N)n(S(=O)(=O)c3cccc4nsnc34)n2)cc1	6	-9%	15	2%	?	?	?
CN1CCc2c(sc(NC(=O)C3CCCN3S(=O)(=O)c3ccc(Cl)s3)c2C(N)=O)C1 (configuration not stated)	/	-8%	/	/	?	-24%	?
O=S(=O)(c1ccccc1)c1nc(-c2ccco2)oc1N1CCCCCC1	5	-10%	17	5%	-28%	10%	/
COc1ccc(NC(=O)C2CCCN(c3nn4c(=O)cc(C)nc4s3)C2)cc1 (configuration not stated)	-2	0%	8	2%	?	-3%	?
CC1CCCCC1NC(=O)CCn1c(=O)oc2ccccc21 (configuration not stated)	2	0%	3	-1%	0%	14%	/
CCn1c(=O)c(=O)[nH]c2cc(C(=O)NCc3ccc(F)cc3)ccc21	-8	-4%	-5	-4%	3%	-11%	11%
COc1cc(C(=S)N2CCOCC2)cc(OC)c1O	-1	-17%	-14	1%	5%	18%	2%
CC(Sc1ccc2c(c1)OCCO2)C(=O)Nc1ccc2c(c1)OCO2 (configuration not stated)	-2	0%	30	3%	-10%	-29%	-8%

Four records picked at random from those above, as already listed:
SMILES	CHX counter	TbPYK inhibitor	Shiga inhibitor	LmPK inhibitor	Pf growth 48h	HCV inhibitor	Pf growth 96h
CCn1c(=O)c(=O)[nH]c2cc(C(=O)NCc3ccc(F)cc3)ccc21	-8	-4%	-5	-4%	3%	-11%	11%
CC(Sc1ccc2c(c1)OCCO2)C(=O)Nc1ccc2c(c1)OCO2 (configuration not stated)	-2	0%	30	3%	-10%	-29%	-8%
COc1ccc(NC(=O)C2CCCN(c3nn4c(=O)cc(C)nc4s3)C2)cc1 (configuration not stated)	-2	0%	8	2%	?	-3%	?
Cc1cc(C)c(S(=O)(=O)N2CCN(C(=O)CN3C(=O)NC4(CCCC4)C3=O)CC2)c(C)c1	-1	5%	12	2%	-8%	-21%	4%

(cont.)
SMILES	CHX counter	TbPYK inhibitor	Shiga inhibitor	LmPK inhibitor	Pf growth 48h	HCV inhibitor	Pf growth 96h
Cc1cccc(OCC(=O)Nc2ccccc2N2CCCCC2)c1C	/	9%	/	/	12µM*	?	1.9µM*
Cc1cccc(NC(=O)CNC(=O)c2ccc3nc[nH]c3c2)c1C	/	5%	/	/	7%	12%	35%[activator]
CC(=O)N(C)c1ccc(NC(=O)N2CCOCC2)cc1	-3	7%	-11	5%	9%	-4%	-30%
CN(C(=O)c1ccc2c(c1)OCCO2)c1c(N)n(Cc2ccccc2)c(=O)[nH]c1=O	/	-10%	/	/	1%	16%	4%
CSc1cccc(NC(=O)/C=C/c2cccc(Cl)c2)c1	72*	-4%	143*	4%	30%	?	38%[activator]
CNS(=O)(=O)c1cccc(C(=O)OCCCOC(=O)c2cccc(S(=O)(=O)NC)c2)c1	-3	0%	-18	-11%	8%	11µM*	?
CN(C(=O)COC(=O)c1ccc(S(=O)(=O)N2CCOCC2)cc1)C1CCCCC1	-2	3%	-7	1%	-29%	33%[activator]	5%[5.75 µM]
CC(C)c1nnc(NC(=O)CCC(=O)N2CCN(c3cccc(Cl)c3)CC2)s1	5	5%	-5	-8%	6%	-25%	?
O=C(NCCCN1CCCC1=O)C(=O)NCC1OCCN1S(=O)(=O)c1ccc(Br)cc1 (configuration not stated)	1	0%	23	0%	-17%	-11%	?
COc1cc(OC)cc(C(=O)Nc2cccnc2)c1	17	4%	45	-13%	-4%	-4%	-4%

Compound activity as filed in PubChem BioAssay.
